RGS4-Gao reg = human RGS4-Galphao interaction regulation. Multiplexed bead flow cytometry, RGS4-Galphao binding; actives lie on both sides. 220,000 compounds, 0.33% hits. binding response (% of control), % at 10 µM. AID 1415; in the data active means binding response below about 49% or above about 150%; inactive means in between;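 further: fluorescent Galphao activated with aluminum fluoride binding bead-coupled RGS4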
Target sequence (P09471 whole entry, looked up): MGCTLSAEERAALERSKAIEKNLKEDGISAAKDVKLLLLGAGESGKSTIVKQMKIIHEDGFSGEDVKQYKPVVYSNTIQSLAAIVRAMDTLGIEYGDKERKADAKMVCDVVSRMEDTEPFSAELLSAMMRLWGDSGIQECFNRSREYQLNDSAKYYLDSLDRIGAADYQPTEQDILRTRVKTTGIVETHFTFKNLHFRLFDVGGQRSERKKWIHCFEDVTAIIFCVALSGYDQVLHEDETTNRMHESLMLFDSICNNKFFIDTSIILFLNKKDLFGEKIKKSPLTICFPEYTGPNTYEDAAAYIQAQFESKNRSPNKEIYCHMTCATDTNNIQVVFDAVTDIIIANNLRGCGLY
Bim-Bcl-XL = inhibitors of Bim-Bcl-XL interaction, human; Q07817; Bim peptide-Bcl-XL binding, bead flow cytometry, fluorescence; inhibition, % at 10 µM; 190,000 compounds, 0.04% hits; AID 1007
Target sequence (Q07817 whole entry, looked up): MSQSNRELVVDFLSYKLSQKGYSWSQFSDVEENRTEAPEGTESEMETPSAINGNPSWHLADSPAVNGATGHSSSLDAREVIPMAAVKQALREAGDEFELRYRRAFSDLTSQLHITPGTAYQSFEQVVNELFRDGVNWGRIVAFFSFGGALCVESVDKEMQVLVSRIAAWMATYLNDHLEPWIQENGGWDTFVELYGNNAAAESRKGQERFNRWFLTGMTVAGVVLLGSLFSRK
RGS8-Gao = regulators of human RGS8-Galphao interaction. P09471. multiplexed bead flow cytometry, RGS8-Galphao binding; actives lie on both sides. response (percent of control binding), % at 10 µM. 220,000 compounds, 0.34% hits; in the data active means response below about 60% or above about 140%; inactive means in between;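 further: Galphao activated as the GDP aluminium fluoride complex binding bead-coupled RGS8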
Bim-Bcl-W = inhibitors of Bim-Bcl-W interaction, human; 190,000 compounds, 0.02% hits; AID 952; bead-based flow cytometry, Bim peptide-Bcl-W binding; Q92843; inhibition, % at 10 µM;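 further: 0% = bound tracer without compound and 100% = peptide blocker; higher means less fluorescent Bim peptide bound to Bcl-W beads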
Mcl1-Bid inh = disrupts binding of human Mcl-1 to Bid peptide; Q07820; TR-FRET Mcl-1/Bid-Dy647 peptide binding, 1536-well; 220,000 compounds, 0.97% hits; AID 1021; inhibition, % at 21.7 µM;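 active means compounds that cut the binding signal by more than half at the single screening dose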;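 further: His-tagged Mcl-1 with europium anti-His antibody binding Bid BH3 peptide; 0% = Mcl-1 plus peptide wells and 100% = peptide-only wells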
Target sequence (Q07820 whole entry, looked up): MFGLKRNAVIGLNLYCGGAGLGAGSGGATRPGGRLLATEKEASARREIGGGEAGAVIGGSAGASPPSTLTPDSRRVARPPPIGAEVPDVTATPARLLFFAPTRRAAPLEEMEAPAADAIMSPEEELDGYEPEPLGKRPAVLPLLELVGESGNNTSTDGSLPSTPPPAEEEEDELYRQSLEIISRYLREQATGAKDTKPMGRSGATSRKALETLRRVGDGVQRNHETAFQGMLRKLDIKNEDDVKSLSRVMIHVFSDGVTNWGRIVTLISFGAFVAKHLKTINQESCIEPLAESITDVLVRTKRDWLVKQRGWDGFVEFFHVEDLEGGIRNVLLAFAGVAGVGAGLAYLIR
RGS7-Gao = regulators of human RGS7-Galphao interaction; binding response (% of control), % at 10 µM; Multiplexed bead flow cytometry, RGS7-Galphao binding; actives lie on both sides; AID 1439; 220,000 compounds, 0.35% hits; P09471; in the data active means binding response below about 49% or above about 150%; inconclusive means no clear call, values can overlap the other calls; inactive means in between;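 further: fluorescent Galphao held in activated GDP-AlF4 state binding bead-coupled RGS7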
Bcl-2 Bim block = human Bim-Bcl-2 interaction inhibition; 190,000 compounds, 0.06% hits; Bead-based flow cytometry, Bim peptide-Bcl-2 binding; P10415; inhibition, % at 10 µM; in the data active means inhibition above about 40%; inconclusive means no clear call, values can overlap the other calls;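 further: 0% = no compound wells with probe peptide and 100% = reference peptide inhibitor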
GSH fluor = GSH bead compound fluorescence profile | GSH beads flow cytometry, compound fluorescence 488/530 nm; stronger effect = higher value | fluorescence (KMESF) at 10 µM | 190,000 compounds, 0.25% hits | AID 1776; in the data active means fluorescence above about 89;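 further: glutathione beads carrying GST-tagged Bcl family fusion proteins plus one bare bead set; values are compound well signal with DMSO vehicle wells as background; inactives centre near 16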
Bim-Bcl-B = human Bim-Bcl-B interaction inhibition; bead-based flow cytometry, Bim peptide-Bcl-B binding; 190,000 compounds, 0.073% hits; AID 951; Q9HD36; inhibition, % at 10 µM;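 further: 0% = tracer peptide without compound and 100% = reference inhibitor peptide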
Bim-Mcl-1 = human Bim-Mcl-1 interaction inhibition; Q07820; Bead-based flow cytometry, Bim peptide-Mcl-1 binding; inhibition, % at 10 µM; 190,000 compounds, 0.1% hits;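 further: 0% = no compound tracer wells and 100% = peptide blocker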
Bim-Bfl-1 = disrupts Bim binding to human Bfl-1; Q16548; Bead-based flow cytometry, Bim-Bfl-1 binding inhibition; inhibition, % at 10 µM; 190,000 compounds, 0.12% hits;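 further: 0% = wells without compound plus tracer and 100% = blocker peptide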
The depositor's hits bear a star; ? = inconclusive; . = no result given; & = joins results of further samples. Unless noted, no stated cut-off is given here; in the data, active means inhibition above about 40%. Outcome played no part in choosing rows. About 1.8% of those tested had a hit in this group.

SMILES	RGS4-Gao reg	Bim-Bcl-XL	RGS8-Gao	Bim-Bcl-W	Mcl1-Bid inh	RGS7-Gao	Bcl-2 Bim block	GSH fluor	Bim-Bcl-B	Bim-Mcl-1	Bim-Bfl-1
CCOC(=O)c1sc(NC(=O)c2cccnc2)c(C#N)c1C	109	0	102	0	-2	106	1	10	-3	-1	0
Cc1ccc(S(=O)(=O)N(C)CC(=O)NC2CC(C)(C)NC(C)(C)C2)cc1	100	3	101	-1	0	101	-7	38	-4	-4	-10
CCOc1ccc(C(=O)OCc2nnc(-c3cccs3)o2)cc1OC	100	-6	100	0	1	100	-2	32	-2	-5	-4
CCc1ccc(NC(=O)C2CCN(S(=O)(=O)c3c(C)[nH]c(=O)[nH]c3=O)CC2)cc1	94	0	99	2	0	90	-1	23	-4	0	-3
COCCOC(=O)C1=C(C)NC2=C(C(=O)CC(C)(C)C2)C1c1cccnc1 (stereo not drawn)	97	-1	97	1	-20	96	-1	21	-2	0	-6
O=C(CSc1nnc(-c2ccc(O)cc2)n1-c1ccccc1)CC(=O)Nc1ccccc1	103	-2	87	-2	-19	99	-3	8	-4	-3	7
CCOC(=O)c1ccc(-n2c(CN3CCC(O)CC3)nc3ccc([N+](=O)[O-])cc3c2=O)cc1	100	-1	95	-4	-31	?	-2	19	-5	-3	-3
CCOC(=O)C1(Cc2ccccc2)CCN(Cc2cnn(-c3ccccc3)c2)CC1	99	-3	98	-3	-31	99	-6	10	-3	-3	-5
CCS(=O)(=O)N1CCN(C(=O)c2cccc(OC)c2)CC1	113	-4	110	4	-4	109	-4	10	-7	1	-6
COc1ccc(N2C(=O)CC(N3CCN(Cc4ccc5c(c4)OCO5)CC3)C2=O)cc1 (stereo not drawn)	103	-1	101	-3	-20	102	0	11	0	0	-7
CCOc1cc(NS(=O)(=O)c2ccc(NC(C)=O)cc2)c(OCC)cc1NC(=O)c1cccs1	103	-5	100	-2	-19	96	-8	16	-5	-3	-7
CCOC(=O)c1cnc(SCC(=O)c2ccc3c(c2)OCCO3)nc1N	100	-2	101	-1	4	102	-11	24	-7	-2	-15
Cc1nc(-c2ccc(NC(=O)CC(C)C)cc2)cs1	101	-2	104	-5	20	97	-3	24	-2	0	-1
COc1cccc(C(=O)Oc2cc(-c3ccccc3)no2)c1	103	-12	101	-5	16	99	-8	32	-11	-4	-16
CCOC(=O)N1CCN(C(=O)c2ccc3c(=O)n(CCC4=CCCCC4)c(=O)[nH]c3c2)CC1	101	-6	100	-1	-27	94	-6	23	-7	0	-10
CC1CCC(C(C)C)C(OC(=O)Cn2c(-c3ccccc3)[n+](C)c3ccccc32)C1 (stereo not drawn)	103&105	-5&-4	100&104	-2&-4	5&-18	102&104	-2&-9	7&16	-6&-9	-3&-3	-3&-14
C1CCC2(CC1)C1=C(CCCC1)Nc1nnnn12	100	-6	101	-2	-22	104	-8	22	-9	-3	-11
CC(=O)NC(NC(C)=O)c1ccc(N(C)C)cc1	99	-6	105	-3	-36	104	0	66	-3	-1	0
COc1ccc(C(=O)O)cc1S(=O)(=O)Nc1cccc(C)c1	71	0	78	0	3	79	1	6	1	0	3
Cc1ccc(NC(=O)C2CCCN2C(=O)Oc2ccccc2)cc1C (stereo not drawn)	98	-9	99	-6	-21	102	-8	31	-7	-8	-8
Cc1ccc(S(=O)(=O)N(C)CCCC(=O)Nc2ccncc2)cc1	101	-2	101	0	-10	102	-4	14	-1	1	-5
Cc1ccc(NC(=O)Nc2ccc(F)cc2)cc1Cl	104	-2	107	1	-12	107	-3	17	0	0	0
Cc1nc2ccccc2nc1OCC(=O)NCc1ccc2c(c1)OCO2	96	0	103	0	13	96	-3	21	0	4	0
CCOc1ccc(CCN2C(=O)c3cccnc3C2=O)cc1OCC	100	0	99	1	-4	98	2	12	-2	3	-2
CCCCC(=O)NNC(=S)NC(=O)CCC	92	-25	93	-28	-38	100	-30	62	-43	-33	-25
O=C(Cc1cccs1)NCc1ccc2c(c1)OCO2	104	-3	105	0	-25	102	-3	34	-5	1	-7
COCCCNC(=O)CCCn1c(=O)c2ccccc2n(CC(=O)Nc2c(C)cccc2C)c1=O	98	-3	100	-2	2	100	-7	30	-6	0	-11
Cc1cccc(NC(=O)c2onc3c2CCCC3)n1	104	-7	104	-1	-13	99	-3	9	-5	-3	-2
Cn1c(SCC(=O)c2ccccc2)nnc1-c1ccco1	114	.	118	.	16	106	?	.	.	.	.
N#C/C(=C/c1ccc(OCc2ccccc2)cc1)C(=O)NC1CCCCC1	103	-17	102	0	-19	106	-6	64	-3	2	-10
C/C(=C\C(=O)c1ccccc1)NNc1nc2ccccc2s1	98	0	99	2	-2	95	-6	9	-9	0	-6
O=C(NCCCCC(NC(=O)c1ccc([N+](=O)[O-])cc1)C(=O)O)c1ccc([N+](=O)[O-])cc1 (stereo not drawn)	100	0	99	1	-19	99	-2	20	0	-1	-1
C=CCn1c(SCC(=O)N(C)C2CCS(=O)(=O)C2)nc2ccccc2c1=O (stereo not drawn)	99	0	106	0	-7	101	0	20	0	0	-1
COc1ccc(Cn2c(=O)[nH]c3cc(C(=O)NCCCN4CCCC4)ccc3c2=O)cc1	100	-3	105	0	-27	104	-1	11	-3	-2	-2
O=C(Nc1ccc(F)cc1F)NC1CC1	102	2	103	-1	-26	105	2	13	0	2	0
CN(C)C(=O)C[n+]1ccc(/C=N/O)cc1	105	-6	105	-3	-16	106	-5	7	-8	-5	-3
O=C1CC(c2cccc(Cl)c2)CC(O)=C1C=Nc1cccc(Cl)c1 (stereo not drawn)	109	-12	105	-5	-8	104	-5	12	-9	-3	-1
C=CCNc1cc(N2CCCC2)ccc1[N+](=O)[O-]	104	-1	103	-1	-36	100	-1	17	0	-1	-2
CCN(CC)S(=O)(=O)c1ccc(NS(=O)(=O)c2ccc(F)cc2)cc1	106	-5	101	2	-23	105	-1	16	-8	2	-14
Cc1ccc(/C(N)=N/OC(=O)c2ccco2)cc1	108	0	107	-2	-4	101	-13	19	-4	-1	-1
Cc1[nH]c2ccc(C(=O)O)cc2c1C	100	1	99	0	-90	102	0	14	4	4	0
Cc1ccc(NC(=O)C2COc3ccccc3O2)nc1 (stereo not drawn)	101	5	100	1	-20	100	2	35	-1	6	0
CCn1c(Cn2nnc(-c3ccccc3)n2)nnc1SCC(=O)Nc1cccc(C)c1C	99	-2	101	-1	-5	99	-3	15	0	-3	0
COC(OC)C12c3ccccc3C(c3ccccc31)C1C(=O)N(c3cccnc3)C(=O)C12 (stereo not drawn)	99	-2	104	-1	-10	99	-2	17	-2	-1	-4
CCOC(=O)N/N=C/c1c(C)nn(-c2ccccc2Cl)c1Cl	107	0	102	-3	0	103	-2	13	-7	-4	-2
COc1cc(C(=O)Nc2ccc(N3CCOCC3)cc2)ccc1OCc1c(C)noc1C	101	-5	101	-2	-28	98	-8	12	-5	-2	-8
CC(C)(C)N(NC(=O)c1ccccc1)C(=O)c1cccc(C(=O)N(NC(=O)c2ccccc2)C(C)(C)C)c1	103	-2	99	-1	-18	102	0	9	0	-1	-1
CN(C)CCCNc1ncnc2c1cnn2-c1ccccc1	98	-4	101	-2	-15	99	-7	14	-5	0	-12
CCOC(=O)Cc1csc(Nc2ccc(Cl)cc2)n1	102	-2	100	-4	-5	99	-3	12	-7	-4	-3
COc1ccc(-c2cc(C(=O)N(C)Cc3ccccc3)no2)cc1OC	92	3	87	0	5	87	-3	23	-1	-1	1
CCC1CCCCN1S(=O)(=O)c1ccc(C(=O)Nc2nnc(-c3ccccc3Cl)o2)cc1 (stereo not drawn)	104	-4	103	-4	-48	100	-8	14	-6	-1	-11
Cc1ccc(C(C)C)c(OCC(=O)Nc2ccc3c(c2)nc(CN2CCCC2)n3C)c1	100	-2	103	1	-51	114	4	14	-5	1	2
Cc1ccc(C)c(C(=O)O/N=C(\N)c2ccc(Br)cc2)c1	97	0	98	2	12	98	-2	19	-7	7	-15
CN(C)c1nc(N)nc(-c2cccnc2)n1	103	2	100	5	-3	101	2	10	0	3	-4
COc1ccc(OC)c2[nH]c(=O)c(CCNC(=O)C(C)C)cc12	104	-4	106	1	-5	101	-8	26	-6	0	-8
COc1ccc(NC(=O)c2ccc(-n3cccn3)c([N+](=O)[O-])c2)cc1	102	0	100	-1	-22	?	0	17	-1	0	-1
CCOC(=O)C1C(=O)CC(C)(O)C(C(=O)OCC)C1c1cc(Br)ccc1OC (stereo not drawn)	93	0	86	1	3	89	0	17	2	3	0
COc1ccc(Cn2nnnc2CN(Cc2cc3cc(C)ccc3[nH]c2=O)C2CCCC2)cc1	96	-6	97	-4	-25	97	-7	26	-6	-1	-12
Cc1cccc(C(=O)N=c2c(C#N)cc3c(=O)n4cccc(C)c4nc3n2Cc2ccco2)c1	92	-3	92	8	0	89	2	17	-5	0	23
COc1cccc(C2c3[nH]c4ccccc4c3CCN2Cc2cccc(C)n2)c1 (stereo not drawn)	96	-3	101	0	-63	102	-6	17	-3	0	-7

Other entries follow.
SMILES	RGS4-Gao reg	Bim-Bcl-XL	RGS8-Gao	Bim-Bcl-W	Mcl1-Bid inh	RGS7-Gao	Bcl-2 Bim block	GSH fluor	Bim-Bcl-B	Bim-Mcl-1	Bim-Bfl-1
CCOC(=O)CSC1=C(C#N)C(c2ccccc2)C(C(C)=O)=C(C)N1 (stereo not drawn)	99	-5	99	-1	-29	96	-11	33	-13	-3	-16
CC(=O)N(Cc1ccc(F)cc1)C1=C(NCCc2ccccc2)C(=O)c2ccccc2C1=O	101	3	100	1	-2	100	-10	51	-8	0	-10
CN(C)c1nc(SCCOC(=O)Nc2ccccc2)nc(N(C)C)n1	101	-4	99	-1	8	101	-6	24	-5	-1	-6
O=C(Nc1ccc(NC(=O)c2cccs2)cn1)c1ccco1	101	-9	100	-4	-17	100	-6	14	-6	-4	-11
O=S(=O)(Cc1ccccc1)N1CCc2ccccc21	101	-4	106	-2	-28	101	-6	22	-4	0	-9
CC(Sc1ccccn1)C(=O)Nc1ccccc1 (stereo not drawn)	104	-8	104	-2	-7	104	-11	34	-8	-3	-17
N#CC1=C2N=C(N)c3ccccc3N2C2=C(C(=O)CCC2)C1c1cccc(Cl)c1 (stereo not drawn)	98	-8	101	-3	-3	100	1	16	-9	-4	-2
CCn1c(=N)n(CC(=O)C(C)(C)C)c2ccccc21	98	1	98	4	-92	96	6	12	5	3	3
Cc1ccccc1N(C(=O)Cc1cccs1)C(C(=O)NCC1CCCO1)c1cccnc1 (stereo not drawn)	98	0	102	1	1	97	-1	20	0	2	0
Cc1ccc(-c2cc(C(=O)N/N=C/C=C/c3ccccc3)n[nH]2)o1	96	11	106	7	-3	100	11	7	4	1	13
COC(=O)c1ccc(CN2C(=O)NC3(CCCCC3)C2=O)cc1	97	0	102	-1	-9	99	0	75	-3	0	-3

Compound activity: PubChem BioAssay, several laboratories
